From PubChem
CHO parental Ca – signal in parental CHO cells, OX1R antagonist counter-screen; parental CHO-K1, ATP-induced calcium, Fluo-8 fluorescence; inhibition, % at 5.6 µM; hit rate 0.63% among 330,000;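 active = inhibition above that plate's mean sample inhibition plus 3 SD, cut at about 26% in these data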;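 note: 0% = ATP-challenged DMSO wells and 100% = DMSO wells without ATP; some compounds past the cut are filed as inactive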
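Test system: untransfected parental CHO cell line. Compound: one dose, 5.6 µM nominal. Detection: intracellular calcium via Fluo-8 no-wash fluorescent dye. Measure: % inhibition. Benchmarks: ATP-challenged DMSO wells low, unchallenged DMSO wells high.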
CHO-K1 Ca ag – M1 agonist counterscreen hit in parental CHO-K1 cells; Fluo-8 calcium fluorescence; scaled to maximal ATP response, vehicle zero; activation, % at 3 µM; hit rate 0.48% among 360,000; in the data active = activation above about 15%;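 note: untransfected CHO-K1 host cells lacking M1 receptor as counterscreen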
TAAR1 antagonist – antagonists of human TAAR1. Q96RJ0. CHO RD-HGA16 TAAR1, Fluo-8 calcium fluorescence, antagonist. inhibition, % at 3 µM. hit rate 1.5% among 360,000. AID 624466;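 active = inhibition above a per-plate cutoff, the mean inhibition of test compounds on that plate plus 3 SD, cut at about 49% in these data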;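 note: 0% = DMSO plus EC80 beta-PEA response and 100% = DMSO alone without agonist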
Target sequence (Q96RJ0 whole entry, looked up): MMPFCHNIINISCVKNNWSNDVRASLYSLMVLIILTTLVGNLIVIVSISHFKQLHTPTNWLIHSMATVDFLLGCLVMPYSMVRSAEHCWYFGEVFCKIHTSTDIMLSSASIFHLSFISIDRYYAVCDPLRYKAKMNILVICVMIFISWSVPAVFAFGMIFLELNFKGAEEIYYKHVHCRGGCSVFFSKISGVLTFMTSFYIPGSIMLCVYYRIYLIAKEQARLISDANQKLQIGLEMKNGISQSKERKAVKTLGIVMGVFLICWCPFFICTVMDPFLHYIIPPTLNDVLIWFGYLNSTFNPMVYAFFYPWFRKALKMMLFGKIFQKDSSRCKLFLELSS
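Test system – hTAAR1-expressing CHO RD-HGA16 cells, Gα16-coupled · Reagent – β-PEA at EC80 concentration, post-compound challenge · Compound dosing – 3 µM, single point · Timing – 140 s kinetic read after compound, 140 s after agonist · Detection – Fluo-8 intracellular calcium dye fluorescence, real-time kinetic reads · Control set – DMSO and EC80 PEA controls · Repeats – n of 1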
TAAR1 agonist – agonists of human TAAR1. Q96RJ0. CHO RD-HGA16 TAAR1, Fluo-8 calcium fluorescence; vehicle wells 0%, saturating PEA agonist 100%. activation, % at 3 µM. hit rate 0.99% among 360,000. AID 624467;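 active = activation above the mean activation of all test compounds in the run plus 3 SD, cut at about 38% in these data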
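Signal – calcium-sensitive Fluo-8 signal, excitation 470-495, emission 515-575 nm · System – RD-HGA16 (CHO) cells co-expressing Gα16 and hTAAR1 · Incubation – 17-24 h seeding, 75 min 37 °C dye, 30 min RT · Compound dosing – 3 µM single concentration · Repeats – no replicates (n 1)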
CHRM1 agonist – activates human CHRM1 receptor | P11229 | hit rate 0.33% among 360,000 | CHO-K1 hM1, Fluo-8 calcium fluorescence, agonist mode; 0% DMSO, 100% acetylcholine EC100 | activation, % at 3 µM;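 active = activation above the run's mean compound activation plus 3 SD, cut at about 16% in these data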;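 note: peak over basal fluorescence ratio within a 140 s kinetic read after compound addition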
Target sequence (P11229 whole entry, looked up): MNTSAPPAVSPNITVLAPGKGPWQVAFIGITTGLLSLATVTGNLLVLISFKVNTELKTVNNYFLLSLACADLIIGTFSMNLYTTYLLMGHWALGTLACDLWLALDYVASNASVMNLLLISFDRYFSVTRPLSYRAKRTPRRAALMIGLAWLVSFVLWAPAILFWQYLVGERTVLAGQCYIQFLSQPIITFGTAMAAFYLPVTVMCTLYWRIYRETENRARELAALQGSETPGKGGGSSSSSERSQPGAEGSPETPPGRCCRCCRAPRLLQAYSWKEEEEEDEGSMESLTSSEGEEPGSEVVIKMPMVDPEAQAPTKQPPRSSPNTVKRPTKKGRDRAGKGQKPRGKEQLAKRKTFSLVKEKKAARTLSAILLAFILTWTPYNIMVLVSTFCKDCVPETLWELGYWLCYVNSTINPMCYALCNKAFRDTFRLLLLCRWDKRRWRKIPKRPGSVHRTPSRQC
CHO-K1 Ca antag – M1 antagonist counterscreen hit in parental CHO-K1 cells. ATP-induced calcium, Fluo-8 fluorescence. hit rate 0.6% among 360,000. inhibition, % at 3 µM. AID 602250;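 active = inhibition above a per-plate cutoff, the plate's mean sample inhibition plus 3 SD, cut at about 24% in these data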;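 note: 0% = DMSO plus EC80 ATP and 100% = DMSO alone without ATP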
OXTR potentiate – potentiators of human oxytocin receptor. CHO-OTR cells, Fluo-8 calcium fluorescence, potentiator mode; 0% = oxytocin EC15, 100% = EC100. hit rate 0.061% among 320,000. activation, % at 3 µM. AID 2445;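 active = activation above that plate's cutoff, the mean activation of tested compounds plus 3 SD, cut at about 6.6% in these data, passing the limit was not always enough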;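 note: 100% uses oxytocin at 75 nM as the full agonist control; some results filed as inactive read as strong as hits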
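Assay system: CHO-OTR cells, human receptor / Also added: oxytocin at about EC15, sub-maximal agonist stimulus / Dosing: single dose, 3.0 µM nominal final compound concentration / Incubation: 6 min pre-incubation, 100 s read / Technique: Fluo-8 calcium dye fluorescence / Read-out: % activation vs EC15 and EC100 oxytocin / Benchmarks: EC15 oxytocin low, 75 nM oxytocin high / Replicates: singlicate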
M1 PAM parental – nonselective activator or artifact in parental CHO-K1 calcium assay; ATP EC20, Fluo-8 calcium fluorescence; 0% at ATP EC20, 100% at ATP max; activation, % at 3 µM; hit rate 0.02% among 360,000;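 active = activation above the run cutoff, the mean activation of all test compounds plus 3 SD, cut at about 40% in these data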;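 note: peak over basal fluorescence ratio in a 140 s read after ATP addition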
V1aR counter – V1a receptor agonism, counter-screen for OXTR agonists; P37288; CHO-V1R cells, Fluo-8 calcium fluorescence, agonist mode; 0% DMSO, 100% 3 nM vasopressin; activation, % at 3 µM; hit rate 0.25% among 320,000; AID 2797;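 active = activation above the mean activation of all tested compounds plus 3 SD, per screening run, cut at about 20% in these data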;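 note: signal is peak over basal fluorescence ratio across a 100 second FLIPR read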
* marks the source's active call; other numbers are inactive results; . = no result given.

molecule	TAAR1 agonist	TAAR1 antagonist	CHO parental Ca	V1aR counter	CHO-K1 Ca antag	CHRM1 agonist	M1 PAM parental	OXTR potentiate	CHO-K1 Ca ag
OC(c1cccnc1)c1cccs1 (configuration not stated)	1	8	-3	6.6	-8	-2	7	-5	3.2
CC(C)CCn1c(N2CCCC2)nc2c1c(=O)[nH]c(=O)n2C	2	-28	-16	-1.0	2	-5	12	-2	3.7
CCSc1ccc([C@@H]2[C@H]3C(=O)N(CC)C(=O)[C@H]3[C@]3(C(=O)OC)CCCCN23)cc1	3	15	-24	0.2	-14	-4	20	-4	3.4
CCCS(=O)(=O)N1CCc2ccc(NC(=O)C3CCCO3)cc2C1 (configuration not stated)	2	-6	-9	0.3	-8	-5	3	0	1.3
O=C(/C=C/c1ccccc1)NCc1ccco1	9	15	6	0.3	-11	-8	20	-11	0.5
Cc1cc(N2C(=O)C(O)=C(C(=O)c3ccco3)C2c2cccc(O)c2)no1 (configuration not stated)	5	-22	0	-0.6	-9	0	13	-4	0.4
O=C(Nc1ccc(Cl)cn1)C1CCCN1S(=O)(=O)c1cccc2ccccc12 (configuration not stated)	3	7	-10	0.2	-2	-3	4	-3	1.3
CCOC(=O)C1=C(C)N(C)C(=O)NC1c1cc2c(cc1[N+](=O)[O-])OCO2 (configuration not stated)	4	-2	-18	-0.7	-3	-15	14	2	0.8
O=C(Nc1cccc(C(=O)O)c1)/C(=C\c1ccccc1)NC(=O)c1ccco1	0	-2	.	.	-13	-3	20	.	0.5
Oc1ccc(C[C@@H](CN2CCC[C@@H]2CN2C(=S)NC[C@@H]2Cc2ccccc2)N2C[C@H](Cc3ccccc3)N(CCc3ccccc3)C2=S)cc1	0	3	.	.	20	-7	-1	.	-0.1
COc1cccc(NC(=S)N2CCN(S(=O)(=O)c3ccccc3)CC2)c1	6	-5	.	.	-12	-1	-2	.	1.5
COc1cc(OC)nc(Oc2cccc(C(F)(F)F)c2)n1	1	-8	-4	0.6	5	-3	-7	-4	0.0
O=C(CSc1nnc(-c2ccco2)n1-c1ccccc1)NCc1ccco1	0	6	-19	0.9	3	-4	12	-8	0.3
O=C(CSc1nnnn1-c1ccccc1F)Nc1nc2ccccc2s1	20	7	-3	-0.8	-8	1	15	-3	-0.3
CCOc1ccc(N2C(=O)/C(=C/c3ccc(C)o3)N(C)C2=S)cc1	1	-2	-8	0.6	1	-2	-8	-9	0.4
CCOC(=O)C1CCN(C(=O)CCC2CCCC2)CC1	3	-4	9	0.4	-6	-7	18	0	1.4
CC1=C(C(=O)N(C)Cc2ccccc2)C2(CCC(C)CC2)OC1=O (configuration not stated)	1	21	-21	-0.1	-8	-5	20	-3	2.8
COc1cccc(N(CC(=O)N2CCN(c3ccccc3OC)CC2)S(C)(=O)=O)c1	9	-12	-3	-0.1	-11	-2	14	-4	1.0
COc1ccccc1NS(=O)(=O)c1cccc(C(=O)N/N=C/c2ccc3c(c2)OCCO3)c1	15	56*	-14	1.1	1	-1	6	-7	6.1
O=C(NC1CCCN(Cc2ccccc2F)C1)c1cccc(N2CCCC2=O)c1 (configuration not stated)	0	-5	-19	1.6	3	-6	-6	-2	0.8
N#CCSCC(=O)Nc1ccccc1	6	2	-4	-0.2	-8	-2	14	-7	0.3
O=C(Nc1ncccc1Cl)c1ccccc1F	0	-1	1	-0.2	0	-5	20	-5	-0.3
O=c1[nH]cnc2c1N=C(c1cccc([N+](=O)[O-])c1)CC(c1ccccc1)N2 (configuration not stated)	-1	-15	3	-1.4	3	-4	-4	-4	-0.5
COc1cc2ccc(=O)oc2c(CC=C(C)C)c1OC	-3	-42	-4	-1.5	-1	-8	16	2	-0.5
CCOc1ccc(N/C(N)=N/c2nc(CSc3nnc(C)s3)cc(=O)[nH]2)cc1	5	-1	-5	0.7	-14	-2	23	-3	1.2
Cc1cc(S(=O)(=O)N2CCCCC2CCNC(=O)C(=O)NCC2CCCO2)ccc1F (configuration not stated)	0	-4	-6	-1.0	-6	-5	0	-6	1.3
C=CCN(CC=C)S(=O)(=O)c1ncn[nH]1	19	-1	-5	0.8	-11	-3	25	-15	0.9
CCOC(=O)C1=CCN(S(=O)(=O)c2cccc(Cl)c2)C1c1ccc(F)cc1 (configuration not stated)	2	20	.	.	5	-11	-3	.	0.3
Cc1cccnc1NC(=O)CSc1ncnc2sc(C)c(C)c12	1	6	-11	0.0	6	-2	3	6	0.2
CCC(C(=O)OC)(C(=O)OC)c1ccc([N+](=O)[O-])cc1	1	5	-3	0.4	1	-4	8	-1	1.1

Entries above marked active in TAAR1 antagonist:
Compound,TAAR1 antagonist,CHRM1 agonist,OXTR potentiate
COc1ccccc1NS(=O)(=O)c1cccc(C(=O)N/N=C/c2ccc3c(c2)OCCO3)c1,56*,-1,-7

Continuation:
molecule	TAAR1 agonist	TAAR1 antagonist	CHO parental Ca	V1aR counter	CHO-K1 Ca antag	CHRM1 agonist	M1 PAM parental	OXTR potentiate	CHO-K1 Ca ag
Cc1nc(C(F)(F)F)ccc1C(=O)N1CCC1(C)C(=O)NS(=O)(=O)c1ccc2ccccc2c1 (configuration not stated)	5	-26	.	.	-14	-2	14	.	0.3
CCOc1ccc(OCc2ccc(C(=O)NN=Cc3ccc[nH]3)cc2)cc1	2	-1	-2	1.3	4	8	-10	0	0.1
CCN(CC)C(=O)C(=O)Nc1ccc(Oc2ccccc2)cc1	6	7	7	0.2	9	-8	-3	1	-0.3
COc1cc2[nH]c(=S)nc(NC3CCCCCC3)c2cc1OC	0	16	3	1.7	15	-10	-14	-8	-0.5
CCOc1ccc(NC(=O)c2nnn(CC(=O)Nc3ccccc3OCC)c2N)cc1	7	12	-5	-0.9	-13	-3	19	-2	1.7
O=C(Cn1cc(C(=O)c2ccco2)c2ccccc21)Nc1ccccc1	8	-3	-33	-0.2	14	-1	0	-6	-0.1
COc1ccc(C(=O)C2CCN(C(=O)c3ccco3)CC2)cc1	11	11	-11	-0.7	-5	-5	22	-2	1.4
COc1ccc(C2/C(=C(/O)c3ccc(OC(C)C)cc3)C(=O)C(=O)N2CCCN2CCOCC2)cc1 (configuration not stated)	-1	-1	-11	0.2	1	-5	-5	-3	-0.1
Cc1c(NC(=O)CSc2nnc(N)s2)c(=O)n(-c2ccccc2)n1C	0	2	1	0.2	-5	-7	19	-6	0.5
Cc1nn(C(C)C(=O)N2CCOCC2)c(C)c1[N+](=O)[O-] (configuration not stated)	-1	-4	-1	0.6	0	-3	13	-5	4.2
O=C1NC(=Nc2ccccc2)SC1(CO)CO	3	-8	-1	0.8	-8	-2	-2	-7	0.1
C[C@@H]1CCCCO[C@H](CN(C)S(=O)(=O)c2cccs2)[C@@H](C)CN([C@H](C)CO)C(=O)c2cc(NC(=O)C3CCCCC3)ccc2O1	2	-3	.	.	-7	-8	20	.	1.4
COc1cccc(OCC(=O)NNC(=O)Cc2cccs2)c1	2	-7	0	-0.1	0	-5	-3	6	10
O=C(Nc1nnc(SCc2c(Cl)cccc2Cl)s1)c1cccc([N+](=O)[O-])c1	0	-16	-18	0.4	6	-2	-24	-2	0.6
C=CC[C@@H](CC(=O)N[C@@H](CO)Cc1ccccc1)C(=O)N[C@H](COC(=O)[C@@H](CC=C)CC(=O)OC(C)(C)C)Cc1ccccc1	0	-3	-3	1.1	-10	-3	4	-7	0.6
CC(=O)Nc1ccc(-c2cn3cccnc3n2)cc1	28	-1	-5	-0.2	-6	-5	24	-1	1.1
C=CCc1c(C)nc(-c2ccccc2)nc1Nc1ccc(O)cc1	2	-27	-13	2.2	-1	-1	16	-5	1.2
CC(C)(C)c1ccc(C(=O)N/C(=C\c2cccs2)C(=O)N2CCOCC2)cc1	3	-5	-9	2.0	-19	-4	15	-10	2.9
[O-]/[N+](=C\c1ccncc1)c1ccc(Br)cc1	.	.	-5	0.5	-4	-5	21	-10	0.2
CC(=O)Nc1ccc(NC(=O)C2(C)Cc3c(-c4cccc(C(N)=O)c4)ccnc3O2)cc1 (configuration not stated)	1	-3	.	.	2	-2	-4	.	0.0
CCCOc1ccc(C(F)(F)F)cc1NC(=O)c1cc(C)on1	21	15	-25	0.9	-4	2	-15	2	-0.3
CC(C)(C)c1ccc(OCC(=O)NNC(=O)Cc2cccs2)cc1	2	6	3	-0.3	0	-3	-10	-10	0.5
CCOC(=O)c1c(NC(=O)C2C3CCC(O3)C2C(=O)O)sc2c1CCC(CC)C2 (configuration not stated)	2	-7	2	0.6	13	-4	-11	-5	0.0
O=C(Cn1cc([N+](=O)[O-])cn1)NCc1ccccc1Cl	1	4	6	-1.0	-13	-4	-5	-5	0.1
CCOC(=O)N1CCN(C(=O)C2CCN(S(=O)(=O)c3cc(OC)ccc3OC)CC2)CC1	8	-9	3	0.6	5	-12	8	-7	1.0
CCCC(=O)C1=C(O)C(C(=O)OC)C(C)(C)CC1=Nc1cccc2ccccc12 (configuration not stated)	6	23	-30	0.8	-10	-4	10	-6	-0.3
O=C(NCCCN1CCCC1=O)c1ccc(Cl)c(S(=O)(=O)N2CCCCC2)c1	3	-5	-11	0.8	0	-2	4	2	0.1
Cc1noc(C)c1NC(=O)Nc1ccc2c(c1)C(=O)N([C@H](C)CO)C[C@H](C)[C@@H](CN(C)C(=O)Nc1ccc3c(c1)OCO3)O2	4	-2	4	1.3	-4	-4	6	-7	0.3
CN(C)CCN(C(=O)c1cccc2ccccc12)c1nc2cc3c(cc2s1)OCO3	8	-18	-17	2.2	-10	-7	-7	-4	1.4
CCCCn1c(N)c(N(CC(C)C)C(=O)CSCC(=O)Nc2ccc(OC)cc2)c(=O)[nH]c1=O	0	-9	-18	-0.3	-2	0	3	3	1.6
CCc1ccc(C2C(C#N)=C(N)N(N(C)C)C3=C2C(=O)CCC3)cc1 (configuration not stated)	-2	-15	-17	1.0	13	-2	-26	-3	0.3
Cc1ccc(CC(=O)N(C)CC(=O)Nc2ccc(N3CCOCC3)cc2)cc1C	3	-9	-14	0.5	25*	-2	-26	-4	0.1
